Screens: PubChem, The Scripps Research Institute Molecular Screening Center
GPR151 activ: activators of human GPR151. PathHunter beta-arrestin GPR151 cells, luminescence. activation, % at 11.2 µM. 1% of 650,000 active. AID 1508602; in the data active means activation above about 4.9%;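 further: 0% = median of compound wells and 100% = cells with positive control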
MITF primary: inhibitors of human MITF | AlphaScreen MITF homodimerization, bead proximity signal | inhibition, % at 2.6 µM | 0.91% of 650,000 active; in the data active means inhibition above about 50%;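 further: 0% = vehicle wells with protein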
TEAD-YAP block: TEAD-YAP interaction inhibition | HEK-TIYL cells, TEAD-Gal4/YAP UAS-luciferase luminescence | inhibition, % at 9.12 µM | 1.4% of 640,000 active; in the data active means inhibition above about 32%;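 further: 0% = median of test compound wells and 100% = reference inhibitor wells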
FBW7 activator: activators of human E3 ligase FBW7 | AlphaScreen FBW7–phospho-cyclin E peptide binding, activator screen | normalized activity (activation), % at 26.1 µM | 0.13% of 650,000 active | AID 1259310; in the data active means normalized activity above about 1.9%;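 further: purified mutant Fbw7 with reduced substrate affinity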
Target sequence (Q969H0 whole entry, looked up): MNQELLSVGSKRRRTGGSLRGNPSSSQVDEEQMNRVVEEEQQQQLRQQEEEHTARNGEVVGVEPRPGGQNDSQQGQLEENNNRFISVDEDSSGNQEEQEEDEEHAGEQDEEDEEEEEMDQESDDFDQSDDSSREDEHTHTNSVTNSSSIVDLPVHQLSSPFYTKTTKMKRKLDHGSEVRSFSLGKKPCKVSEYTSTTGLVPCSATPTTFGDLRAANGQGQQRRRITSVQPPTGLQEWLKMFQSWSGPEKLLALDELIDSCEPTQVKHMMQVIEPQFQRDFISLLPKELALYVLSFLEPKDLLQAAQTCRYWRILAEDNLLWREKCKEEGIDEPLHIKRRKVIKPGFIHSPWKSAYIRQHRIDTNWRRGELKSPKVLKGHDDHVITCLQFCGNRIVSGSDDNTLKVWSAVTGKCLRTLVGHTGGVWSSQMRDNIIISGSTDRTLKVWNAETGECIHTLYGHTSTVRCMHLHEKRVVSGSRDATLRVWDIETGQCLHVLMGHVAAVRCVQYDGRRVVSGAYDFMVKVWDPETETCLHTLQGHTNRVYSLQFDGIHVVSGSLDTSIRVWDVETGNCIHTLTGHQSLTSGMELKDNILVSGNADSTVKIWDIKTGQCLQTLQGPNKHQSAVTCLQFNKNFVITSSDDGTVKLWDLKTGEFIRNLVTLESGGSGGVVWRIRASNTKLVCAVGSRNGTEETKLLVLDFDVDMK
The depositor's hits bear a star.

mol	GPR151 activ	MITF primary	TEAD-YAP block	FBW7 activator
Cc1ccn2cc(C(=O)NCc3cccs3)nc2c1	-0.8	10	-53	0.0
CCOC(=O)c1sc2nc(SCC(=O)N(C)Cc3ccccc3)n(CCc3ccc(Cl)cc3)c(=O)c2c1C	1.0	5	3	0.1
CCOC(=O)c1ccc(NC(=O)NC(C)c2ccc3c(c2)OCO3)cc1 (configuration not stated)	-0.4	-4	1	-0.1
C/C(=N\NC(=O)c1ccccc1O)c1ccc(C)o1	-0.8	-17	-18	0.1
COc1ccccc1C(=O)Oc1ccc(N2C(=O)CCC2=O)cc1	-0.8	0	4	0.0
COc1ccc(C2Nn3c(C)nnc3SC2C(=O)Nc2ccccc2F)cc1 (configuration not stated)	-0.5	6	7	0.0
O=C(NCc1cccs1)c1ccc2c(=O)n(CCC3=CCCCC3)c(=S)[nH]c2c1	-1.4	0	7	0.2
CCOc1cc(C#N)cc(Br)c1O	-0.1	-5	1	-0.1
CN1C(=O)C(CC(=O)Nc2ccc(C(=O)O)cc2)SC1=Nc1ccc(Cl)cc1 (configuration not stated)	0.3	-20	-5	0.0
C=CCNC1CC(=O)N(c2ccc(F)cc2)C1=O (configuration not stated)	1.5	11	12	0.2
CC(=O)c1cccc(NC(=O)Nc2ccc(OC(F)F)cc2C)c1	-0.5	9	2	0.5
CCOC(=O)Nc1ccc(NC(=O)OCc2ccccc2)cc1	0.5	11	-13	-0.1
c1ccc(-c2cc3ccccc3[nH]2)cc1	-0.6	-2	-32	-0.1
CN(C)c1ccc(N=Cc2c(O)[nH]c3ccccc23)cc1	-0.5	9	-19	-0.1
COc1cc(CNCc2cccc(OC)c2OC)cc(OC)c1	0.5	21	3	0.1
COc1ccc(CCNc2cc(Nc3ccccc3)nc(N)n2)cc1	-3.0	5	-9	0.0
CCCNc1ccc2ncc(-c3ccc(OC)cc3OC)n2n1	-0.1	-7	2	0.1
COc1ccc(CN2C(=O)C3C(C(=O)Nc4ccc(C(C)C)cc4)C4C=CC3(O4)C2C(=O)NC2CCCCC2)cc1 (configuration not stated)	0.1	5	9	1.3
CCOC(=O)CSc1nc2ccsc2c(=O)n1NC(=O)COc1ccccc1Br	2.0	2	0	-0.1
Cc1cccc(NC(=O)c2cccc(-n3ncc4cc(Nc5ccccc5F)ccc43)c2)c1	0.2	-13	11	-0.2
COc1cccc2cc(-c3nc(-c4ccc(Cl)cc4Cl)cs3)c(=O)oc12	-0.3	0	-10	-0.1
O=C(Nc1ccc(Cl)cc1F)c1cnccn1	-2.5	1	-16	0.0
O=C(OCCN(C1=NS(=O)(=O)c2ccccc21)c1ccccc1Cl)c1ccccc1Br	0.7	3	4	0.1
O=Cc1ccc(OC(=O)c2ccc(F)cc2)c(Br)c1	-0.8	9	-12	0.0
CCCOc1ccccc1C1NC(=O)NC(CC)=C1[N+](=O)[O-] (configuration not stated)	3.2	6	15	0.2
O=C(c1ccc(Cl)cc1)N(Cc1ccc(Br)cc1)N1C(=O)CCCC1=O	-0.8	12	13	0.5
CCc1ccc(C(=O)N2CCN3C(=O)[C@H](CC4CCCCC4)NC(=O)[C@H]3C2)cc1	-0.5	14	4	0.2
COc1ccc(/C=C/c2ccc(OC)c(OC)c2)cc1OC	-0.1	11	-15	0.0
O=C(CNc1cccc([N+](=O)[O-])c1)N/N=C/c1cccs1	-1.3	-6	-4	0.0
COc1ccc(-c2csc3ncnc(N4CCN(c5ccccc5OC)CC4)c23)cc1	-1.1	-2	-23	-0.1
Cc1cc(NS(=O)(=O)c2cccc([N+](=O)[O-])c2)c(Br)c(C)c1O	0.3	14	-3	0.2
CC(Oc1ccccc1)C(=O)NCCCc1ccccc1 (configuration not stated)	-0.4	-13	0	0.1
O=C(CSc1nc2ccccc2o1)N/N=C/c1ccc([N+](=O)[O-])cc1	-1.1	8	6	0.0
COc1cccc(NS(=O)(=O)c2ccc3[nH]c(=O)c(=O)[nH]c3c2)c1	-0.2	11	0	0.0
O=C(c1cncc(Br)c1)N1CCN(Cc2ccccc2)CC1	-0.9	-9	0	0.1
COCCOC(=O)C1=C(C)NC(=O)NC1c1cc(OC)ccc1OC (configuration not stated)	0.5	0	6	0.0
O=S(=O)(NCCC12CC3CC(CC(C3)C1)C2)c1ccc(S(=O)(=O)N2CCOCC2)cc1	-0.7	17	6	0.2
CCOC(=O)c1cnc(SCC(=O)Nc2ccc(OC(F)(F)F)cc2)nc1N	0.7	-10	4	-0.1
CCOC(=O)C1CCN(C(=O)c2cc3c(=O)[nH]c4ccccc4c3s2)CC1	-0.9	1	-2	0.1
O=C(NCc1ccc2c(c1)OCO2)C1CC(=O)N(c2ccc(OCc3ccccc3)cc2)C1 (configuration not stated)	0.4	14	-4	0.2
O=C(CCC1CCCC1)N1CCN(Cc2nnnn2-c2ccc(Cl)cc2)CC1	0.3	-6	3	0.1
CS(=O)(=O)N1CCC(C(=O)NN)CC1	-0.4	-3	-16	0.3
CC(=O)c1ccc(F)c(-c2cc(C)cc3c2OC(CNC(=O)c2ccnn2C)C3)c1 (configuration not stated)	-0.2	-4	-11	-0.1
Cc1cccc2c(C(=O)O)cc(-c3ccccc3)nc12	-1.2	-6	-3	0.0
C[C@@H]1NC(=O)[C@@H]2C[C@H](NCc3ccc(Cl)s3)CN2C1=O	0.7	3	1	0.1
COc1ccc(-c2cc(C(=O)N/N=C/c3ccc(O)cc3)[nH]n2)cc1	-1.0	12	0	0.1
CCOc1c(O)ccc(C=O)c1[N+](=O)[O-]	0.3	18	0	0.2
CCOC(=O)CSc1nnc(NC(=O)Nc2ccccc2)s1	-10	12	1	0.4
O=C(Nc1ccc(-c2nc3cccnc3s2)cc1)c1ccc2ccccc2n1	1.7	4	-11	0.2
COc1ccccc1C(=O)Nc1cccc(-c2nc3ncccc3o2)c1C	-0.6	0	5	0.1

Compound profiles, from the list above.
CC(=O)c1ccc(F)c(-c2cc(C)cc3c2OC(CNC(=O)c2ccnn2C)C3)c1 (configuration not stated) reads GPR151 activ = -0.2; MITF primary = -4; TEAD-YAP block = -11; FBW7 activator = -0.1
CS(=O)(=O)N1CCC(C(=O)NN)CC1 reads GPR151 activ = -0.4; MITF primary = -3; TEAD-YAP block = -16; FBW7 activator = 0.3

Returning to the listing; the 4 compounds before the break are reprinted first.
mol	GPR151 activ	MITF primary	TEAD-YAP block	FBW7 activator
CCOc1c(O)ccc(C=O)c1[N+](=O)[O-]	0.3	18	0	0.2
CCOC(=O)CSc1nnc(NC(=O)Nc2ccccc2)s1	-10	12	1	0.4
O=C(Nc1ccc(-c2nc3cccnc3s2)cc1)c1ccc2ccccc2n1	1.7	4	-11	0.2
COc1ccccc1C(=O)Nc1cccc(-c2nc3ncccc3o2)c1C	-0.6	0	5	0.1
O=S(=O)(c1ccc(F)cc1F)N1CCN(c2ccc(-c3ccco3)nn2)CC1	0.8	1	2	-0.1
O=C(C1CC1)N(c1cccc(Cl)c1)C1C=CS(=O)(=O)C1 (configuration not stated)	-0.3	8	-1	0.4
COc1cc(N2CCOCC2)ccc1Nc1cc(Nc2ccccc2C(N)=O)ccn1	-1.0	21	8	-0.3
Cc1ccc(C23CC4CC(CC(NC(=O)NCCN(C)C)(C4)C2)C3)cc1	2.9	-21	-2	-0.1
O=C(Cc1ccc(-c2ccccc2)cc1)N1CCn2cnnc2C1	-1.2	7	7	0.7
COc1ccc(-c2noc(CN3CCCC(CCCO)C3)n2)c(OC)c1OC (configuration not stated)	0.4	9	-1	0.1
CCC(CO)Nc1ccc2ncc(-c3ccc4ccccc4c3)n2n1 (configuration not stated)	-0.3	-7	-7	0.9
FC(F)(F)c1cccc(CNc2nc(NCc3cccnc3)nc3nc[nH]c23)c1	1.9	8	-6	0.9
COc1ccc(C(=O)Nc2c(N)nc(SCc3cccnc3)[nH]c2=O)cc1OC	-0.9	10	-7	0.1
Cc1nc([N+](=O)[O-])cn1-c1nc(-c2ccco2)cc(C(F)(F)F)n1	0.5	-2	-3	0.0
CC(C)Cc1cc(-c2cccc(Br)c2)c(C#N)c(N)n1	0.3	-11	-2	0.0
C/C(=N\Nc1nc2c(c(=O)[nH]c(=O)n2C)n1CC(C)O)c1ccc(O)cc1 (configuration not stated)	-2.7	4	-10	0.5
COc1ccc(S(=O)(=O)Nc2sc3c(c2C(N)=O)CCCC3)cc1	-1.1	6	-1	-0.2
O=C(COc1ccc2c(c1)OCO2)Nc1ccc2c(c1)oc1ccccc12	-0.8	-12	5	-0.2
CCC1CCCCN1CCCNC(=O)Cn1nc(C)n2c(cc3sccc32)c1=O (configuration not stated)	0.5	-4	2	0.0
Cc1ccccc1-c1noc(C2CCCCC2)n1	-0.4	9	3	0.6
CCOC(=O)CC(c1ccccc1)S(=O)(=O)O (configuration not stated)	3.9	16	-3	0.0
CN1CCN(C(=O)c2ccc(-c3cc(C(=O)Nc4ccc(N5CCOCC5)cc4)ccn3)cc2)CC1	1.0	5	1	-0.2
Cc1cccc(C(=O)NC(C)(C)CC(C)(C)C)c1	-0.7	1	5	0.0
CC1(C)CC(NC2CCN(c3cccc(NC(=O)CCCc4ccccc4)c3)CC2)CCO1 (configuration not stated)	-0.3	3	-2	0.0
N#Cc1ccc(NC(=O)COC(=O)c2ccc(Br)cc2)cc1	0.3	-7	-5	-0.1
N/C(=C\C(=O)c1cccs1)C(F)(F)F	-0.1	16	-7	0.3
N/C(=N\OC(=O)c1cccc(Br)c1)c1ccc(Cl)cc1	1.2	4	-1	0.1
O=C(Nc1cccnc1)c1cc(-c2ccccc2O)on1	-0.8	8	6	-0.1
O=C(Nc1ccccc1)c1cc2cc(Cl)cc(Cl)c2oc1=O	0.5	-36	1	-0.1
CCCCC(c1nnnn1Cc1ccccc1)N1CCN(C(=O)c2ccco2)CC1 (configuration not stated)	1.6	-5	-4	-0.1
Cc1c(NC(=O)c2cccc([N+](=O)[O-])c2)c(=O)n(-c2ccccc2)n1C	-0.6	8	3	0.1
CC1=C(C(=O)OCCc2ccccc2)C(c2coc3ccccc3c2=O)C2=C(CCCC2=O)N1 (configuration not stated)	-0.4	22	-11	0.8
Cc1ccccc1NC(=O)NC(C)(C)CC(C)(C)C	-0.4	15	7	0.1
COC(=O)c1c(C)oc2ccc(OCc3cccc(Cl)c3)cc12	-0.6	2	3	0.1
COc1cc(OC)cc(C(=O)Nn2c(-c3ccc(C(C)(C)C)cc3)nc3ccccc3c2=O)c1	-0.7	-5	38*	-0.1
c1ccc(Nc2ncnc3nc(-c4ccc(N5CCOCC5)nc4)[nH]c23)cc1	1.9	26	54*	0.3
Cc1ccc2c(c1)SC(C)C(=O)N2Cc1c(C)noc1C (configuration not stated)	-0.3	11	-4	0.0
CCOC(=O)COn1c(=O)c(-c2ccc(C)cc2)[n+]([O-])c2ccccc21	1.6	7	-19	0.0
COc1ccc2ccccc2c1C=Nc1ccc(C(N)=O)cc1	2.1	5	7	0.0
CCN(CC)C(=O)c1ccccc1C(=O)Nc1cccc(Br)c1	1.0	7	4	-0.1
O=C(C1CCCO1)N1CCN(C(=S)NCc2ccco2)CC1 (configuration not stated)	-0.2	20	-1	0.1
COc1ccc(/C=C/C(=O)c2c(O)ccc3c(C)cc(=O)oc23)cc1	0.2	21	5	0.4
Cc1ccc(C)c(OCCOc2cccc(/C=C3/C(=N)N4N=C(CC(C)C)SC4=NC3=O)c2)c1	0.3	2	-73	-0.1
CC(=O)Nc1ccc(Nc2ncnc3c2cnn3-c2ccc(Cl)cc2)cc1	1.6	7	-6	-0.1
COc1ccc(C(=O)NCC(=O)OCC(=O)NC(N)=O)cc1	1.2	2	0	0.0
CCOc1ncccc1C(=O)OCc1ccc(C(=O)OC)cc1	-0.4	1	-36	0.0
O=C(Nc1ccccc1)c1ccc(-c2ccccc2)s1	-4.8	-1	-91	-0.1
Cc1ccc(-c2cc3nccc(C4CCNCC4)n3n2)cc1	-0.1	-2	4	-0.1
O=C(OC(C(=O)c1ccccc1)c1ccccc1)c1ccc(Br)c([N+](=O)[O-])c1 (configuration not stated)	-3.2	16	9	0.4
CCOC(=O)c1c(N)n(CCc2ccc(OC)cc2)c2nc3ccccc3nc12	-0.9	12	7	1.1
CCN1CCN(c2cc(C)c3cc(NC(=O)Cc4cccc(OC)c4)ccc3n2)CC1	0.2	2	3	0.1
COC(=O)c1cnn2c(C)c(Cc3ccc(Cl)cc3)c(C)nc12	1.1	21	1	0.0
O=C(NCCn1cccc1)c1cccc2ccccc12	1.0	17	-3	-0.1
O=C(O)CCCCCn1c(SCC(=O)O)nc2ccsc2c1=O	-1.3	3	2	-0.1
N#CC1=C(N)OC2=C(C(=O)c3ccccc3C2=O)C1c1cccs1 (configuration not stated)	-0.7	8	-5	0.0
CCN(CC)CCNc1nc2c(c(=O)n(C)c(=O)n2C)n1CC(O)COc1ccc(OC)cc1 (configuration not stated)	1.0	0	-5	-0.1
